NR5A2 inv ag: inverse agonists of human LRH-1 (NR5A2); actives 0.13% (n = 360,000); inhibition, % at 3.6 µM; O00482; HEK293T StAR-luciferase reporter, LRH-1 transfected, 24 h;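 active means inhibition above the mean inhibition of all tested compounds plus 3 SD, cut at about 73% in these data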;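 further: 0% = DMSO wells and 100% = reporter-only cells lacking LRH-1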
C8 TRAIL sens: caspase-8 TRAIL sensitization; NB7+C8 cells + TRAIL, ATPlite viability luminescence; inhibition (viability loss, TRAIL sensitization), % at 10 µM; actives 1% (n = 360,000);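 active means compounds causing at least 50% loss of cell viability in the single-dose screen, relative to plate controls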
LMP1 NFkB inh: Epstein-Barr LMP1 NF-kappaB reporter inhibition; LMP1-induced NF-kappaB luciferase reporter cells, luminescence; inhibition, % at 12.5 µM; actives 0.69% (n = 350,000); AID 504558; in the data active means inhibition above about 41%;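 further: 0% = neutral control wells and 100% = reference inhibitor control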
CF NFkB inh: cystic fibrosis NF-kB activation inhibition. KKLEB NF-kB-GFP reporter, PAF-induced, GFP fluorescence overnight. actives 0.86% (n = 360,000). inhibition, % at 5 µM;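 active means at least 50% inhibition at 5 µM, scaled per plate between neutral and stimulator controls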;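 further: PAF is a Pseudomonas aeruginosa culture filtrate used as stimulus; plate controls were PAF-stimulated DMSO wells for no effect and unstimulated DMSO wells for full effect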
KKLEB cytotox: reduces viability of KKLEB cystic fibrosis airway cells. activity change (cytotoxicity), % at 5 µM. actives 0.36% (n = 360,000). KKLEB CF airway cells viability, ATPlite luminescence, overnight; hits give low values; cells stimulated with P. aeruginosa culture filtrate;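 active means corrected activity change at or below -50% at 5 µM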
NCOA3 inh: human NCOA3 inhibition. HEK293 GAL4-SRC3 luciferase reporter, luminescence. actives 0.17% (n = 360,000). inhibition, % at 3.6 µM. AID 588352;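 active means inhibition above a per-campaign cutoff, the mean of all compounds plus 3 SD, cut at about 60% in these data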;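 further: 0% = DMSO-treated cells and 100% = gossypol-treated cells at 36 µM; higher means less SRC3-driven luciferase light from the GAL4 reporter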
Target sequence (Q9Y6Q9 whole entry, looked up, the tested form may be a part): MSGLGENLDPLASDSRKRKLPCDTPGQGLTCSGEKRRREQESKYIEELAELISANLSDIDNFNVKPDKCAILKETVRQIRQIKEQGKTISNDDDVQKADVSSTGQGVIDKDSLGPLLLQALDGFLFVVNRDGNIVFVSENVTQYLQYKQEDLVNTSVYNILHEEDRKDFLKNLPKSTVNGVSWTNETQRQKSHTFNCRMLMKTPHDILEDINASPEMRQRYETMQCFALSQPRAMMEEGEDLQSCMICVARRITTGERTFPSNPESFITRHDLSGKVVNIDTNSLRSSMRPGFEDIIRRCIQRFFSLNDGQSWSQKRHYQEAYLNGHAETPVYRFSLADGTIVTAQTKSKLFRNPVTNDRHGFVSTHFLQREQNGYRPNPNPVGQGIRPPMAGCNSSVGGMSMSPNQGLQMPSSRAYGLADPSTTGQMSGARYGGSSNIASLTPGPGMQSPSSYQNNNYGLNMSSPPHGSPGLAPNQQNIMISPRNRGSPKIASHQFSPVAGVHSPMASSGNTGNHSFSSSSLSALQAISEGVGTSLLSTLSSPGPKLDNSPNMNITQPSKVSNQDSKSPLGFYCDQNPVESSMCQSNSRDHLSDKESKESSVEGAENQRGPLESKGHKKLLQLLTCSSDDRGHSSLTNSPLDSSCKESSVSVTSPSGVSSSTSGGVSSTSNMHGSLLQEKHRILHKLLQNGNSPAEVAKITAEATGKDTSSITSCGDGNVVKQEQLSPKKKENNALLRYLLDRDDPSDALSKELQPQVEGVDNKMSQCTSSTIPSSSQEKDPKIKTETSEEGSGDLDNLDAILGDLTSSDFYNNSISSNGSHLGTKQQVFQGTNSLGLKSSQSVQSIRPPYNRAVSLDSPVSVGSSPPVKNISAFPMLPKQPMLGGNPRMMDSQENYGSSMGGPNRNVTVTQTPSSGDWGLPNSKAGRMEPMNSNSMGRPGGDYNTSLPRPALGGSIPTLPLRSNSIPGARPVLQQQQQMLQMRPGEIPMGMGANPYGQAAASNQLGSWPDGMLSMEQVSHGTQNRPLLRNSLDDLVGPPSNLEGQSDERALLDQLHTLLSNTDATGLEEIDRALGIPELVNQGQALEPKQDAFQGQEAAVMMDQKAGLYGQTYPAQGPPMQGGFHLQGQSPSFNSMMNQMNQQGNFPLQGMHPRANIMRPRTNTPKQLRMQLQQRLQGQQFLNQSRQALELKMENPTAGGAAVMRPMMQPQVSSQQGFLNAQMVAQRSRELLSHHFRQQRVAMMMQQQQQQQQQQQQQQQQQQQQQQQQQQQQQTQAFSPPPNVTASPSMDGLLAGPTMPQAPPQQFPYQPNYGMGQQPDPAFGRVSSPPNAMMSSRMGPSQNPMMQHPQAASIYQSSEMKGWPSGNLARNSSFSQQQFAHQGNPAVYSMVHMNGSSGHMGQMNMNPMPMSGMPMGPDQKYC
COUP-TFII inh: NR2F2 (human) inhibition, primary screen | HEK293T NGFI-A luciferase reporter, luminescence | inhibition, % at 8.6 µM | actives 0.7% (n = 370,000) | AID 686940;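 active means inhibition above a per-plate cutoff, mean inhibition of test wells between control levels plus 3 SD, cut at about 38% in these data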;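 further: cells cotransfected with COUP-TFII expression vector driving the NGFI-A reporter; 0% = median of COUP-TF2 test wells and 100% = reporter-only cells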
Shn3 3UTR inh: Schnurri-3 reporter inhibition in Clone20 osteoblasts; inhibition, % at 12.5 µM; Clone20 osteoblast Shn3 3'UTR firefly luciferase, 24 h; AID 588674; actives 0.52% (n = 360,000);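 active means mean inhibition of at least 75% with every replicate also reaching 75%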;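 further: 0% = median of neutral control wells and 100% = pilot-screen positive control compound; some compounds past the cut are filed as inactive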
SRC1 inh: inhibitors of human steroid receptor coactivator 1 (SRC1) | Q15788 | HEK293 GAL4-SRC1 luciferase reporter, luminescence | inhibition, % at 3.6 µM | actives 0.12% (n = 360,000);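 active means inhibition above the campaign mean plus 3 SD, with each screening campaign given its own cutoff, cut at about 60% in these data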;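 further: 0% = DMSO treated cells and 100% = gossypol at 36 µM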
TROY signal inh: inhibitors of TROY-dependent NF-kB signaling; inhibition, % at 10 µM; actives 0.98% (n = 360,000); Q293 LMP1-TROYcd NF-kB luciferase reporter, 4 h;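 active means compounds whose plate-normalised and pattern-corrected inhibition of the luciferase reporter signal at the single screening dose is 50% or more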
TWEAK-Fn14 inh: inhibitors of TWEAK-Fn14 interaction signaling; inhibition, % at 10 µM; actives 2% (n = 360,000); TWEAK-stimulated Fn14 reporter cells, luciferase luminescence, 8 h; AID 1159606; in the data active means inhibition above about 50%
Active calls of the source: *; . = not tested or not shown. This is a subset (hit frequency here may not be typical).

SMILES	NR5A2 inv ag	C8 TRAIL sens	LMP1 NFkB inh	CF NFkB inh	KKLEB cytotox	NCOA3 inh	COUP-TFII inh	Shn3 3UTR inh	SRC1 inh	TROY signal inh	TWEAK-Fn14 inh
O=C(Cc1c[nH]c2ccccc12)Nc1nc2ccccc2[nH]1	-45	3	-21	-8	-10	-31	-36	-25	-26	-51	6
CC(=O)c1cccc(NC(=O)/C(=C/c2ccncc2)NC(=O)c2ccccc2)c1	-15	-34	-1	4	2	-2	3	-66	-14	-4	6
COc1ccc(NC(=S)N/N=C/c2ccc(F)cc2)cc1OC	-35	-9	-7	-7	0	-12	-24	2	-5	-39	1
CCC(NC(=O)NNC(N)=S)(C(F)(F)F)C(F)(F)F	12	-18	0	-16	6	28	12	6	5	9	0
NC(Cc1cccc2nsnc12)C(=O)O (stereo not given)	-6	6	0	-15	1	-8	-13	-8	6	5	1
COc1cccc(/C(=N/O)C2CC2c2ccc(Cl)cc2)c1 (stereo not given)	-7	3	-9	12	0	-5	8	-3	-7	1	-8
COCCCNc1nc2c(c(=O)[nH]c(=O)n2C)n1CCCc1ccccc1	19	-5	-5	0	21	19	-12	-8	5	-4	-10
COC(=O)c1[nH]c2cccc(OC)c2c1NC(=O)CN1CCN(c2cccc(OC)c2)C(C)C1 (stereo not given)	3	-14	10	1	-4	8	1	17	-6	-7	6
Oc1cc(Cc2ccccc2)cnc1CN1CCOCC1	-5	-3	-11	-18	2	9	-2	-11	-21	-33	-14
Cc1ccc(OCCCC(=O)ON=C(N)c2ccccc2C)cc1	7	2	-4	12	-3	-59	-14	-38	-8	-7	-2
COc1ccc(-c2csc(N(CC(C)C)C(=O)c3ccco3)n2)cc1	-12	-9	9	21	2	-15	8	3	-4	-8	-24
CCOC(=O)N1CCN(S(=O)(=O)c2ccc(C(=O)N(CCN(CC)CC)c3nc4c(C)cccc4s3)cc2)CC1	7	-12	6	26	-12	11	-2	-6	-7	-15	-11
COC(=O)c1cn(C(=O)c2cc(Cl)ccc2Cl)c2ccccc12	-6	7	-5	14	-5	11	-4	-6	16	-17	-11
COC(=O)c1cc(NS(=O)(=O)c2ccc(N3CCOCC3)c(N)c2)cc(C(=O)OC)c1	-7	1	-12	2	-2	-2	-7	9	-9	2	2
Cc1ccc(C(=O)O/N=C(\N)c2ccccn2)cc1Cl	-66	75*	36	-5	-48	-139	14	30	-71	73*	92*
Cc1cccc(N2CCN(C(=O)c3ccc(-n4cncn4)c([N+](=O)[O-])c3)CC2)c1C	3	9	1	32	-8	-5	29	-4	-15	-5	-7
Clc1ncn(C23CC4CC(CC(C4)C2)C3)n1	-15	-3	-2	2	-4	6	5	10	-6	-6	-18
Cc1csc(Sc2nc3c(c(=O)[nH]c(=O)n3C)n2CCCc2ccccc2)n1	0	1	-4	-8	-12	12	-12	-5	7	-3	-10
COc1ccc(OC)c(NC(=O)CSc2ccc(-c3cccnc3)nn2)c1	-24	-28	1	29	-1	-10	-10	10	-15	-3	-1
CCOC(=O)c1cnn2c(N)c(C#N)cnc12	-16	-7	-7	-4	5	2	8	5	4	7	8
Cc1ccc(S(=O)(=O)N2C[C@H]3C(=O)C[C@@H](c4cccc(Cl)c4)N(S(=O)(=O)c4ccc(C)cc4)[C@H]3C[C@H]2c2cccc(Cl)c2)cc1	4	-8	-8	19	0	-26	0	16	12	3	4
CCOC(=O)C1(Cc2ccc(Cl)cc2)CCN(C(=O)c2ccoc2)CC1	-12	-4	-11	10	3	-5	-1	2	0	-24	-18
CCCn1nc2cc(C(=O)NC3CCCc4ccccc43)ccc2c1OCC (stereo not given)	11	-10	-5	-2	9	9	12	3	2	-9	-14
COc1ccc(OC(=O)N(C)C[C@@H]2OCc3cn(nn3)CCCC(=O)N([C@H](C)CO)C[C@H]2C)cc1	-3	-1	.	7	7	0	-17	-19	13	-1	-29
CC(OC(=O)c1cccc(N(C)C)c1)C(=O)N1CCc2ccccc2C1 (stereo not given)	11	5	-2	14	-7	-16	3	5	5	-6	3
CC(C)c1ccc(NC(=O)c2ccc(NC3=NC4CS(=O)(=O)CC4S3)cc2)cc1 (stereo not given)	-9	6	0	0	12	-1	0	-2	0	-19	14
C[C@]12C(=O)N(c3ccc(Cl)cc3)C(=O)N1[C@@H]1c3ccccc3OC[C@@H]1[C@H]2c1ccccc1	-4	10	-4	13	-2	4	14	6	-3	-10	2
COc1ccc(C)cc1NC(=O)c1ccc(NC(=O)CC2SC(N3CCCC3)=NC2=O)cc1 (stereo not given)	7	-4	-6	-10	-12	-2	12	-19	6	3	-27
CCOC(=O)CSc1nc(C)c(CC)c(C)c1C(N)=O	-12	-6	4	10	2	11	9	-8	5	11	-15
CCC(CC)NC(=O)CN1CCN(S(=O)(=O)c2ccc(Br)s2)CC1	11	4	1	-4	10	-1	-4	-2	-5	-5	2
O=C(O)c1ccc(CS(=O)(=O)Cc2ccccc2F)o1	-12	-1	-6	1	5	16	-6	4	-4	13	19
N#Cc1ccccc1NC(=O)CN(Cc1ccccc1)Cc1ccccc1	10	-3	-1	-10	4	6	0	15	-56	-29	-4
O=C(c1ccco1)N1CCN(C(=O)N2c3ccccc3Sc3ccccc32)CC1	-3	6	5	47	-17	0	-73	28	-16	22	32
Nc1c(C(=O)N/N=C/c2cccnc2)oc2nc(-c3ccccc3)cc(-c3ccco3)c12	4	7	16	-27	-1	10	4	-74	17	-17	-18
COC(OC)C1Nc2ccccc2C(=O)N1c1ccc(F)cc1 (stereo not given)	7	5	2	16	-7	-7	9	-9	6	1	-1
COCc1cc(C)c(C#N)c(=S)[nH]1	6	-10	-4	12	-4	17	.	-8	-8	17	-1
CC(C(=O)OCC(=O)N1CCN(c2ccccc2)CC1)N1C(=O)c2ccccc2C1=O (stereo not given)	12	4	3	-8	-7	25	-3	4	-11	2	-14
O=C1NC(=S)N/C1=C/c1cc([N+](=O)[O-])ccc1O	-3	10	-11	6	-2	2	-13	5	4	15	12
CCCCc1nc(SCC(=O)N2CCOCC2)c2c(=O)n(C)c(=O)n(C)c2n1	8	-24	-2	-15	2	15	22	1	-10	-9	-9
CC(C)c1ccc(NC(=O)Nc2nc(C(N)c3ccccc3Cl)cs2)cc1 (stereo not given)	-13	23	.	19	-16	-3	11	73	-9	7	3
Cc1ccc(/C=C/C(=O)OCC(=O)NC(=O)NCc2ccco2)cc1	11	0	-5	34	-4	17	-16	11	8	-5	7
N#C/C(=C/c1ccc(O)c(O)c1)c1nc2ccccc2[nH]1	-44	1	-5	-26	-4	-49	-14	-15	-47	-71	-7
COc1ccccc1-c1nnc2sc(-c3cc4ccccc4o3)nn12	13	4	-3	6	-21	-2	-19	-20	-19	-3	3
COc1cc(C2C(C#N)=C(N)Oc3n[nH]c(-c4ccncc4)c32)cc(OC)c1OC (stereo not given)	2	-13	-4	-2	2	8	13	-25	-3	4	3
COc1ccc(S(=O)(=O)Nc2ccc(S(=O)(=O)N(C)C)cc2)cc1[N+](=O)[O-]	-15	-2	3	14	2	-2	11	-10	-7	-4	4
O=C(Nc1ccc(Cl)c([N+](=O)[O-])c1)c1ccncc1	-3	7	9	7	3	13	6	-29	21	9	-10
COc1ccc(CCNC(=O)CCCOc2ccc(Cl)cc2)cc1OC	0	20	11	6	3	1	5	12	7	10	0
CNC(=S)N1N=C(c2ccc(C)cc2)CC1c1ccc(Cl)cc1 (stereo not given)	-6	-2	2	-11	-6	-2	-2	5	-14	-13	-14
Cc1ccc(-c2nn(-c3ccccc3)cc2C2SCC(=O)N2Cc2ccccc2)o1 (stereo not given)	6	4	-24	10	-5	-5	11	13	-22	-1	1
CCCN(CCC)CC(=O)N1CC(=O)Nc2ccccc21	-17	10	3	5	5	17	-7	-10	-5	-10	14
C[N+](C)(C)CC(O)CC(=O)O (stereo not given)	10	-15	6	9	-9	3	-1	1	-14	-1	-15
COc1cc(/C=N/NC(=O)c2sc(N)c(C#N)c2C)ccc1O	-14	-13	-29	31	14	-5	-22	-12	-8	8	52*
CCOc1c(OC)ccc2c3c(c(=O)oc12)CCCC3	-10	-3	4	9	-15	10	-5	22	-3	-12	-5
OC[C@@H]1CN(Cc2ccc(Cl)cc2)C[C@H](n2cnc3c(NCc4ccco4)ncnc32)O1	21	-19	.	6	-7	-8	21	9	6	3	6
O=C(c1ccc(Cl)nc1)N1CCN(C/C=C/c2ccccc2)CC1	14	12	-8	-4	-1	21	1	1	-3	21	-9
O=C(NC1CC1)C1CCC(=O)N1C1CCCC1 (stereo not given)	-3	2	-10	2	2	-3	11	9	0	-2	5
CCC1CCCCN1CCCNC(=O)CN1C(=O)CSc2ccc(S(=O)(=O)N3CCC(C)CC3)cc21 (stereo not given)	-9	2	-1	2	-23	12	11	0	-33	-9	-3
CCCN1C(=O)c2ccccc2NC1c1ccc(O)c(OCC)c1 (stereo not given)	16	-2	26	6	-1	0	3	9	-44	-1	19
CSc1ccccc1OCc1cc(C(=O)N2CCc3sccc3C2)no1	-14	-6	-19	-5	-1	-28	0	-20	4	-15	-30
CN(CCc1ccccc1)C(=O)c1ccc(NC(=O)Cc2ccc(NC(=O)C3CCN(C(=O)C4CCC4)CC3)cc2)cc1	2	-2	0	-9	3	-4	0	-4	9	1	-17

Two records drawn at random from those above:
SMILES	NR5A2 inv ag	C8 TRAIL sens	LMP1 NFkB inh	CF NFkB inh	KKLEB cytotox	NCOA3 inh	COUP-TFII inh	Shn3 3UTR inh	SRC1 inh	TROY signal inh	TWEAK-Fn14 inh
CCOc1c(OC)ccc2c3c(c(=O)oc12)CCCC3	-10	-3	4	9	-15	10	-5	22	-3	-12	-5
Nc1c(C(=O)N/N=C/c2cccnc2)oc2nc(-c3ccccc3)cc(-c3ccco3)c12	4	7	16	-27	-1	10	4	-74	17	-17	-18

Remaining list, next part:
SMILES	NR5A2 inv ag	C8 TRAIL sens	LMP1 NFkB inh	CF NFkB inh	KKLEB cytotox	NCOA3 inh	COUP-TFII inh	Shn3 3UTR inh	SRC1 inh	TROY signal inh	TWEAK-Fn14 inh
O=C1C2C3C=CC(C3)C2C(=O)N1c1n[nH]c(-c2cccnc2)n1 (stereo not given)	-5	34	-6	4	-22	15	9	-3	15	-19	10
Cc1ccc(-n2nc3c(N4CCC(C(=O)NCCc5ccco5)CC4)nnc(C)c3c2C)cc1	-5	8	-12	4	-11	20	14	14	-12	-4	4
CCOC(=O)N1CCC(NC(=O)c2cccnc2SC)CC1	0	-9	4	-8	3	-8	-16	4	-13	5	6
CCOc1ccc(N(CC(=O)NCCCOC)S(C)(=O)=O)cc1	-11	-6	0	-1	-4	-4	8	9	-1	.	5
CC(=O)NC(c1ccc(F)c(F)c1)c1nc(-c2ccc(C)c(C)c2)cs1 (stereo not given)	-7	14	.	-12	-1	-3	-1	1	12	7	-60
CC(Sc1ccccc1)C(=O)N1CCN(S(=O)(=O)c2ccccc2F)CC1 (stereo not given)	-9	-8	0	14	-10	6	-4	-11	-32	-16	9
Oc1c(N=NC(=S)Nc2ccccc2F)c2ccccc2n1Cc1ccc(Cl)cc1	-3	7	39	21	-20	7	3	50	-26	22	6
O=C(CSC1=NCCS1)Nc1nc2c(s1)CCCC2	-48	16	-6	6	16	-39	-24	-86	-31	19	-40
